# Nrf2 ARE act = qHTS of Nrf2 Activators; hit rate 0.31% among 410,000; AREc32 ARE-luciferase reporter (MCF7-derived line), luminescence, 24 h; Potency, µM (doses to about 46.1 µM), for the others: at the top dose activation, hits mostly activators; also: potency is read from the fitted curve at half-maximal effect; % of control where 0% means no effect; nearly all actives have a fitted effect of over 65% in size
#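 Luciferase luminescence (Steady-Glo, 30 min at room temperature) served as the read-out of ARE activation in AREc32 cells treated with compounds for 24 hr at 37 deg C.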
# ATXN2 expr inh = Primary qHTS for Inhibitors of ATXN expression | HEK-293 ATXN2-luciferase reporter, luminescence, 24 h | hit rate 0.72% among 360,000 | Potency, µM (highest dose often 57 µM), for the others: at the top dose activity change, negative = inhibition, usual class: inhibitors; also: potency is read from the fitted curve at half-maximal effect; % is scaled to controls: 0 for no effect and ±100 for the full control effect; nearly all actives have a fitted effect of over 55% in size
#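 qHTS (up to 57 uM final) was run with 24 h compound exposure of reporter cells at 37 °C. Each well was multiplexed: SteadyGlo luminescence measured ATXN2-luciferase expression after a fluorogenic Gly-Phe-AFC viability readout (25 uM final).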
# S2 tox = Viability Counterscreen for Primary qHTS for Inhibitors of ATXN expression. S2 cells (HEK-293 line with an ATXN2-luciferase reporter) viability, CellTiter-Fluor protease fluorescence, 24 h. Potency, µM (titrated, usually from 56.7 µM), hits mostly cytotoxic. hit rate 0.49% among 400,000; also: potency is read from the fitted curve at half-maximal effect; nearly all actives have a fitted effect of over 40% in size
# A549 tox = Nrf2 qHTS screen for inhibitors: counterscreen for cytotoxicity | A549 ARE-Fluc cells, CellTiter-Fluor viability, 18-24 h | Potency, µM (series often up to 46 µM), for the others: at the top dose activity change, negative = cytotoxicity, usual class: inhibitors | hit rate 0.16% among 390,000; also: potency is read from the fitted curve at half-maximal effect; % is scaled to controls: 0 for no effect and ±100 for the full control effect
#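 A549 ARE-Fluc cells in 5% FBS OPTI-MEM, 5000 cells/well, rested 2 h then exposed to compounds in concentration-response for 18-24 h at 37 °C. Viability by CellTiter-Fluor fluorescence (Ex 405/Em 525) after 30 min; luciferase luminescence (BugLite, 15 min, RT) read afterwards.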
# IL-1B inflam inh = qHTS for Inhibitors of Inflammasome Signaling: IL-1-beta AlphaLISA Primary Screen; THP-1 LPS/ATP IL-1B secretion, AlphaLISA, 16 h; hits give low values; hit rate 4.7% among 360,000; activity change, % at 57.5 µM; in the data active = activity change below about -50%; inconclusive = mostly about -30% to -49%; also: % is scaled to controls: 0 for no effect and ±100 for the full control effect
#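 THP-1 cells pretreated 1 hr with compounds (up to 57.5 uM final), then stimulated with LPS (250 ng/mL final) plus ATP (1.25 mM final); secreted IL-1B measured by AlphaLISA after 16 hr, decreased signal indicating inhibition.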
# Nrf2 inh = Nrf2 qHTS screen for inhibitors. A549 ARE-Fluc reporter, luciferase luminescence, 18-24 h. Potency, µM (titrated, usually from 46 µM), without a hit: at the top dose activity change, negative = inhibition, actives largely listed as inhibitors. hit rate 2.1% among 360,000. AID 504444, 2011; also: potency is read from the fitted curve at half-maximal effect; % is scaled to controls: 0 for no effect and ±100 for the full control effect; nearly all actives have a fitted effect of over 60% in size
#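 In this cell-based qHTS, ARE-driven firefly luciferase in A549 cells reports Nrf2 activity; the luminescent signal after BugLite lysis is the measured value, with a prior CellTiter-Fluor read for cell health.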
# HepG2 tox = qHTS for Inhibitors of TGF-b: Cytotox Counterscreen; HepG2 CAGA-GFP viability, ATP luminescence, 18 h; Potency, µM (series often up to 46.1 µM), without a hit: at the top dose activity change, negative = cytotoxicity, most hits filed as cytotoxic; hit rate 0.76% among 410,000; also: potency is read from the fitted curve at half-maximal effect; some results filed as inactive show a strong effect at the top dose
#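 HepG2 CAGA-GFP cells (1000/well, DMEM with 1% FBS) received compound, then TGF-beta at 500 pg/mL final, and were incubated 18 hours at 37 degrees C. Viability was read by CellTiter-Glo luminescence. Media-only wells were set as complete cell-killing and DMSO as no toxicity.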
# MCF10A rerep = A quantitative high throughput screen for small molecules that induce DNA re-replication in MCF 10a normal breast cells. MCF 10A DNA re-replication, Hoechst nuclear intensity, 48 h. hit rate 2.9% among 350,000. Potency, µM (titrated, usually from 46.1 µM), without a hit: at the highest dose activity, positive = re-replication, actives largely listed as activators; also: potency is read from the fitted curve at half-maximal effect; % of control where 0% means no effect; nearly all actives have a fitted effect of over 50% in size
# TGFb SMAD3 inh = qHTS for Inhibitors of TGF-b; Potency, µM (series often up to 46.1 µM), inactives show at the highest dose activity, negative = inhibition, usual class: inhibitors; hit rate 1.2% among 410,000; AID 588855, 2011; HepG2 CAGA-GFP TGF-b/SMAD3 reporter, GFP fluorescence, 18 h; TGF-beta stimulated, 500 pg/mL final; also: potency is read from the fitted curve at half-maximal effect; % is scaled to controls: 0 for no effect and ±100 for the full control effect; nearly all actives have a fitted effect of over 65% in size
#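 Read-out: total well GFP (ex488/em500-530) summed from mean per-cell fluorescence. Cells: HEPG2 CAGA-GFP, 1% FBS DMEM, 18 h at 37 degrees C with 500 pg/mL final TGF-beta. Unstimulated wells served as the full-inhibition control; stimulated DMSO wells = 0%.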
# * hit, by the source's call; i = inactive; ? = inconclusive; . = not tested or not shown; [ ] = another dose, or the depositor's remark. Unless noted, calls follow the shape of the dose curve; as a rule, active = well fitted curve in the direction sought with a large enough effect; inconclusive = small, poorly fitted or top-dose-only effect, or another doubt; inactive = no such curve, though single readings can be large; an effect the other way counts as inactive or inconclusive.
1. Cc1cc2oc(=O)cc(CN3CCOCC3)c2cc1Cl
2. CC1(C)NC(=O)N(CCOc2ccc3c(c2)CCC3)C1=O
3. CCc1ccccc1NC(=O)CSc1nnc(-c2ccncc2)o1
4. Cc1[nH]c2ccccc2c(=O)c1CN1CCCCCC1
5. O=C(Nc1ccc2c(c1)OCCO2)C1c2ccccc2OCC(=O)N1CCc1ccccc1 (stereo unspecified)
6. NS(=O)(=O)c1ccc(N=Nc2c(-c3ccccc3)[nH]n(-c3nc(-c4ccccc4)cs3)c2=O)cc1
7. Cc1c(C(=O)N2CCN(Cc3ccccc3)CC2)oc2c1C(=O)CCC2
8. COc1cc(OC)cc(C(=O)NC(=S)NNC(=O)[C@H]2C[C@@H]2c2ccccc2)c1
9. CC(C)(C)c1ccc(S(=O)(=O)NCc2ccc(C(=O)N3CCOCC3)cc2)cc1
10. CCCCc1ccc(NC(=O)CSC2=NN3CCCC(=O)N=C3S2)cc1
assay / compound	1	2	3	4	5	6	7	8	9	10
Nrf2 ARE act	0.1%	0.1%	-0.5%	-0.5%	0.9%	2.2%	0.1%	0.4%	0.3%	1.9%
ATXN2 expr inh	.	0%	.	-3%	17%	?	.	-26%	-2%	-13%
S2 tox	.	i	i	i	i	i	i	i	i	i
A549 tox	-6%	-1%	16%	13%	.	?	2%	-6%	11%	2%
IL-1B inflam inh	2	-10	22	10	-14	?	-2	43	0	36
Nrf2 inh	10%	.	1%	5%	.	4.6µM*	6%	?	.	-16%
HepG2 tox	-12%	-6%	-3%	3%	.	-7%	1%	-1%	7%	-2%
MCF10A rerep	-1%	3%	-4%	1%	.	?	-3%	5%	-9%	4%
TGFb SMAD3 inh	7%	-14%	1%	-1%	.	-21%	7%	4%	12%	?

# Five records drawn at random from those above, as already listed:
1. Cc1cc2oc(=O)cc(CN3CCOCC3)c2cc1Cl
6. NS(=O)(=O)c1ccc(N=Nc2c(-c3ccccc3)[nH]n(-c3nc(-c4ccccc4)cs3)c2=O)cc1
2. CC1(C)NC(=O)N(CCOc2ccc3c(c2)CCC3)C1=O
9. CC(C)(C)c1ccc(S(=O)(=O)NCc2ccc(C(=O)N3CCOCC3)cc2)cc1
7. Cc1c(C(=O)N2CCN(Cc3ccccc3)CC2)oc2c1C(=O)CCC2
assay / compound	1	6	2	9	7
Nrf2 ARE act	0.1%	2.2%	0.1%	0.3%	0.1%
ATXN2 expr inh	.	?	0%	-2%	.
S2 tox	.	i	i	i	i
A549 tox	-6%	?	-1%	11%	2%
IL-1B inflam inh	2	?	-10	0	-2
Nrf2 inh	10%	4.6µM*	.	.	6%
HepG2 tox	-12%	-7%	-6%	7%	1%
MCF10A rerep	-1%	?	3%	-9%	-3%
TGFb SMAD3 inh	7%	-21%	-14%	12%	7%

# Following part.
11. C=COC(=O)CSc1snc(SCC(=O)OC)c1C#N
12. COc1ccc(NC(=O)CC2SC(=O)NC2=O)cc1 (stereo unspecified)
13. COc1ccc2c(CNCc3ccco3)c(C(=O)O)n(Cc3ccc(F)cc3Cl)c2c1
14. Cc1cccc(C)c1NC(=O)Cn1c(CN2CCCCC2)nc2ccccc2c1=O
15. Cc1ccc(N=C2NC(=O)/C(=C\c3ccsc3)S2)c(C)c1
16. CC1(C)CC2CC(C)(CN2C(=O)COC(=O)c2n[nH]c(=O)c3ccccc23)C1 (stereo unspecified)
17. N#CCSc1ncnc2sc3c(c12)CCC3
18. CC1CCN(S(=O)(=O)c2cc(F)ccc2CN2C(=O)c3cccnc3C2=O)CC1
19. Cc1ccccc1Nc1cccc2nonc12
20. COc1ccc(Cn2c(SCC(=O)N(C)Cc3ccccc3)nc3ccccc32)cc1
assay / compound	11	12	13	14	15	16	17	18	19	20
Nrf2 ARE act	1.4%	3.0%	-0.5%	-1.0%	12%	-0.2%	2.5%	0.1%	0.1%	5.0%
ATXN2 expr inh	3%	8%	.	2%	6%	11%	37%[activator]	.	0%	-21%
S2 tox	?	i	.	i	i	i	i	i	.	?
A549 tox	-3%	0%	-1%	-2%	-18%	0%	1%	0%	?	-6%
IL-1B inflam inh	?	-5	.	-10	0	4	-27	-9	-52*	.
Nrf2 inh	10%	1%	29%	4%	-15%	5%	-6%	29%	-4%	.
HepG2 tox	-1%	15%	-20%	6%	-36%	2%	-4%	3%	-42%	-21%
MCF10A rerep	-2%	16%	.	1%	18µM*	5%	-2%	-11%	1%	.
TGFb SMAD3 inh	2%	7%	-3%	-20%	?	-18%	21%	7%	0%	?

21. CCn1c2ccccc2c2nnc(N3CCN(c4ccc(OC)cc4)CC3)nc21
22. CN(C)S(=O)(=O)n1cnc(-c2ccccc2)c1-c1ccccc1
23. O=C(Nc1ccc(Cl)c(Cl)c1)N(CCCN1CCOCC1)Cc1cccs1
24. O=C(CN1C(=O)c2ccccc2S1(=O)=O)Nc1cc(S(=O)(=O)N2CCCCC2)ccc1Cl
25. O=C(NCc1ccc(F)cc1)N1CCc2ccccc2C1
26. COc1ccc(CN(C)CC(=O)NC(=O)NC2CCCCC2)cc1
27. CCCOC(=O)c1cccc(Nc2nc(C(=O)OCC)nc3ccccc23)c1
28. CC(C)Oc1ccc(CNC(=O)CN2C(=O)CCn3nc(-c4cn(C)c5ccccc45)cc32)cc1
29. Nc1nnnn1CC(=O)N/N=C/c1cc([N+](=O)[O-])ccc1O
30. N#CC1(NC(=O)CN2C(=O)NC3(CCCCCC3)C2=O)CCCCC1
assay / compound	21	22	23	24	25	26	27	28	29	30
Nrf2 ARE act	-0.7%	-0.4%	6.2%	2.4%	5.4%	-0.3%	-1.8%	2.9%	0.2%	-0.1%
ATXN2 expr inh	.	-29%	-37%	7%	-2%	.	0%	-15%	-30%	5%
S2 tox	.	i	i	i	?	i	?	i	?	i
A549 tox	1%	-13%	-2%	1%	-3%	-4%	-1%	10%	4%	0%
IL-1B inflam inh	.	28	?	1	-3	0	.	.	-2	14
Nrf2 inh	?	0%	-3%	13%	-2%	-3%	-27%	.	-10%	1%
HepG2 tox	-10%	-20%	-15%	-18%	-5%	-14%	-31%	-26%	-17%	2%
MCF10A rerep	.	?	-13%	0%	-2%	1%	.	.	28%	0%
TGFb SMAD3 inh	-13%	-19%	-20%	-14%	-8%	9%	?	?	-12%	-1%

31. COc1cccc(NC(=O)CSc2nccn(-c3ccc4c(c3)OCCO4)c2=O)c1
32. COc1ccc(C(=O)OCC(=O)NCc2ccco2)cc1OC
33. OCCCNC(c1ccccc1)c1ccc(O)cc1 (stereo unspecified)
34. CCOC(=O)c1[nH]c2ccccc2c1NC(=O)CC(C)(C)C
35. COc1ccc(N2CCN(C(=O)c3ccc(NS(=O)(=O)c4ccc(F)cc4)cc3)CC2)cc1
36. O=C(Nc1ccccc1)c1cc(N2CCOCC2)nc2ccccc12
37. O=C(c1cc2ccccc2oc1=O)N1CCN(c2ccc(Cl)cc2)CC1
38. Cc1cc(Cl)ccc1OC(C)C(=O)NCCCn1ccnc1 (stereo unspecified)
39. Cc1nc2ccccc2nc1SCC(=O)c1ccccc1
40. COc1cc2c(cc1OC)C(COc1ccccc1OC)N(C(=O)C(C)(C)C)CC2 (stereo unspecified)
assay / compound	31	32	33	34	35	36	37	38	39	40
Nrf2 ARE act	3.7%	-0.4%	4.4%	-0.8%	2.4%	0.5%	3.5%	-0.4%	?	0.4%
ATXN2 expr inh	-7%	7%	4%	2%	8%	0%	10%	-17%	1%	-34%
S2 tox	?	i	i	?	i	i	i	i	i	i
A549 tox	?	23%	-1%	1%	-6%	3%	3%	-9%	3%	-3%
IL-1B inflam inh	-16	-3	2	20	-2	-5	.	-9	15	-9
Nrf2 inh	25%	5%	8%	6%	-31%	21%	-2%	1%	7%	?
HepG2 tox	-15%	-9%	3%	-3%	-13%	2%	-1%	-9%	-30%	-3%
MCF10A rerep	3%	-8%	4%	-2%	16%	-1%	.	22%	13%	15%
TGFb SMAD3 inh	-23%	8%	-14%	1%	-5%	-21%	0%	-3%	-23%	0%

41. Fc1ccc(-c2noc3ncnc(NCCc4ccccc4)c23)cc1
42. Cc1cccn2cc(CNS(=O)(=O)c3cccc(F)c3)nc12
43. CC(C)C[C@H]1CN=C(Nc2ccccc2)N1CC1CCC(C)CC1 (stereo partly specified)
44. CCOC(=O)Cc1ccc(Nc2nc(NCCOC)nc3ccsc23)cc1
45. C=CCSc1nnc(NC(=O)CCNC(=O)c2ccccc2Cl)s1
46. CC(=O)N/N=C/c1ccc(OCCOc2ccc(Br)cc2)cc1
47. CN=C1SC(C(=O)Nc2ccccc2Cl)CC(=O)N1c1ccc(OC(F)(F)Cl)cc1 (stereo unspecified)
48. CCOC(=O)c1cnc2ccc(OCC)cc2c1NCCCN1CCOCC1
49. O=C(COc1ccccc1)N(Cc1ccco1)C1CCS(=O)(=O)C1 (stereo unspecified)
assay / compound	41	42	43	44	45	46	47	48	49
Nrf2 ARE act	-0.9%	-1.3%	3.3%	6.0%	0.4%	0.5%	0.9%	15%	-0.6%
ATXN2 expr inh	8%	0%	?	0%	.	5%	5%	.	-9%
S2 tox	i	i	?	?	i	i	i	i	i
A549 tox	0%	11%	-12%	.	.	4%	1%	?	21%
IL-1B inflam inh	.	8	-4	-28	8	-10	48	-53*	23
Nrf2 inh	-13%	-10%	11%	.	.	0%	11%	?	4%
HepG2 tox	9%	2%	-32%	-28%	-2%	-25%	5%	-36%	-10%
MCF10A rerep	.	-9%	-3%	.	.	9%	12%	14%	?
TGFb SMAD3 inh	1%	4%	15%	-15%	3%	?	0%	-15%	-26%
